Source: PubChem (several laboratories)
Kir21 inh: inhibitors of mouse Kir2.1 inward-rectifier potassium channel; P35561; HEK293-Kir2.1, FluxOR thallium flux fluorescence; hits give low values; B-score at 10 µM; actives 0.85% (n = 310,000); AID 1672;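 active = fluorescence ratio B-score at or below minus 3 SD of library scores, with starting-brightness B-score within 2 SD, cut at about -4.2 in these data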;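 also: channel flux triggered by added potassium and thallium sulfate stimulus; B-score of peak minus minimum fluorescence over baseline after thallium stimulus; more negative B-score means stronger Kir2.1 block with less thallium influx; some compounds called inactive have numbers as strong as hits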
Target sequence (P35561 whole entry, looked up): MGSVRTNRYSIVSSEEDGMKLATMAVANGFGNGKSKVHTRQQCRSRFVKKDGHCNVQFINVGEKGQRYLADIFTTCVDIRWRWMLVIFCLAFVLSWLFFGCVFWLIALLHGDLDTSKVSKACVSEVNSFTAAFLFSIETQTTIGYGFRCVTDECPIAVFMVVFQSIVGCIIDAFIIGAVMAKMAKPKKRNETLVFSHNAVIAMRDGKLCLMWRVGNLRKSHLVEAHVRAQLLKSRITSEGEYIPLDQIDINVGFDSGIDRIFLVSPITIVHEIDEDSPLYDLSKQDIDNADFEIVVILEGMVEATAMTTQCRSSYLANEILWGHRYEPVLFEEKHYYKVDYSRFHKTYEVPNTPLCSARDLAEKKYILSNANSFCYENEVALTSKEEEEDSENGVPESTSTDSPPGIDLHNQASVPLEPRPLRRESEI
STK33 kinase inh: blocks human STK33 kinase activity. purified STK33, MBP phosphorylation, ADP-Glo luminescence. inhibition, % at 10 µM. actives 0.073% (n = 320,000). AID 2661;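 active = inhibition at or above 25%, using the most active replicate where run in duplicate; inactive = inhibition below 25%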
Target sequence (Q9BYT3 whole entry, looked up): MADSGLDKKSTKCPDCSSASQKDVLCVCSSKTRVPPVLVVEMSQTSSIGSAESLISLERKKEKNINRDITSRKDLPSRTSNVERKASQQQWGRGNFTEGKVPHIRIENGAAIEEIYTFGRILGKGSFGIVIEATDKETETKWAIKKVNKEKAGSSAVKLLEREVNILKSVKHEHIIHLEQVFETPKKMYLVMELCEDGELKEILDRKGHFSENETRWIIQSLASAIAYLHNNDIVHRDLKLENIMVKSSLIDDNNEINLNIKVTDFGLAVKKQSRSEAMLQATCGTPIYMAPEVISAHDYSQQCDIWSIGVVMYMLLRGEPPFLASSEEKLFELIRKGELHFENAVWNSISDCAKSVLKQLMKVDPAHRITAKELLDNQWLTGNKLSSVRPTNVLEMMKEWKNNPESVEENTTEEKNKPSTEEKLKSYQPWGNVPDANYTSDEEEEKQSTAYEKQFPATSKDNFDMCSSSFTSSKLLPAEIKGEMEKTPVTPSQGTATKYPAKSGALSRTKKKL
* = called active by the depositor; · = not tested or not shown.

The first 3 entries (preview)
Under each structure: Kir21 inh	STK33 kinase inh
> Cn1nnnc1Sc1ncnc2scc(-c3cccc(Br)c3)c12
 : ·	-2.2
> CN1C(=O)NC(c2ccccc2Cl)C2=C1CC(C)(C)CC2=O (stereo not drawn)
 : 1.8	-0.1
> CC(C)(C)NC(=O)Nc1ccc(F)c(Cl)c1
 : 0.92	-1.5

This part in full, from the start:
Under each structure: Kir21 inh	STK33 kinase inh
> Cn1nnnc1Sc1ncnc2scc(-c3cccc(Br)c3)c12
 : ·	-2.2
> CN1C(=O)NC(c2ccccc2Cl)C2=C1CC(C)(C)CC2=O (stereo not drawn)
 : 1.8	-0.1
> CC(C)(C)NC(=O)Nc1ccc(F)c(Cl)c1
 : 0.92	-1.5
> O=C(c1ccccc1)c1ccc(OCCCN2CCCCC2)cc1
 : -0.07	-0.9
> CC(C)Oc1cccc(C(=O)C2CCCN(Cc3ccc(Oc4ncccn4)cc3)C2)c1 (stereo not drawn)
 : -0.64	-0.6
> COC(=O)c1c(C)cc(C)c2c1CC(C)(C)C2=O
 : -1.6	-1.7
> COc1ccc2oc(=O)c(-c3nnc(N)s3)cc2c1
 : 1.3	1.1
> Cc1c(NC(=O)C2CCCNC2=O)c(=O)n(-c2ccccc2)n1C (stereo not drawn)
 : -0.13	-1.5
> O=C(N=NC(=O)c1ccc2c(O)n(CC3CCCO3)c(O)c2c1)c1cccnc1 (stereo not drawn)
 : 0.97	-0.7
> COc1cc(C(=O)OC(C)CN2C(C)CCCC2C)cc(OC)c1OC (stereo not drawn)
 : -1.4	-0.6
> COc1ccc(Cn2nnnc2CN2CCOCC2)cc1
 : -1.8	-1.7
> CCN1CCCC1CNC(=O)C(=O)NC(C)c1ccccc1 (stereo not drawn)
 : -2.1	-1.1
> O=C(Cc1ccccc1)N1CCN(S(=O)(=O)c2ccc([N+](=O)[O-])cc2)CC1
 : -1.3	1.0
> CC(=O)Nc1ccc(NC(=O)CCn2cnnn2)cc1
 : -1.1	-1.5
> CCn1ncc([N+](=O)[O-])c1C(=O)Nc1ccc(C(=O)N2CCCCC2)cc1
 : 0.2	-2.3
> C[C@H]([C@H](O)c1ccccc1)N(C)C(=O)CN
 : -0.02	-0.1
> CC(=O)Nc1ccc(NC2=Nc3ccccc3N3C2=Nc2c(c(C)nn2-c2ccccc2)C3c2ccccc2)cc1 (stereo not drawn)
 : -0.79	-1.3
> CCc1cc2c(=O)c(-c3nc4ccccc4n3C)coc2c(CN2CCOCC2)c1O
 : -0.18	-3.0
> CCCOc1ccc(/C(O)=C2/C(=O)C(=O)N(CCCn3ccnc3)C2c2cccs2)cc1 (stereo not drawn)
 : 0.02	-0.5
> Nc1cc(N)nc(SCc2ccccc2)n1
 : -0.18	-5.6
> Nc1nnc(SCC(=O)Nc2cccc(S(=O)(=O)N3CCCCC3)c2)s1
 : ·	2.0
> Cc1ccc(CNCC(=O)Nc2cccc(S(=O)(=O)NC3=NCCCCC3)c2)cc1
 : -0.3	·
> O=c1[nH]c(-c2ccccc2)ncc1Oc1ccccc1
 : 1.7	-0.5
> CCOc1ccc(NC(=O)Cc2c(C(=O)O)n(C)c3ccccc23)cc1
 : 0.61	-2.0
> CCN(C(=O)C1CCCN(c2nc(-c3ccc(OC)cc3)no2)C1)c1ccccc1F (stereo not drawn)
 : 0	0.8
> CCc1ccc(N2CC34C=CC(O3)C(C(=O)OC(C)C)C4C2=O)cc1 (stereo not drawn)
 : 1.3	-1.2
> CC(=O)c1ccc(NC(=O)CC(NCCC2=CCCCC2)C(=O)O)cc1 (stereo not drawn)
 : 1.5	0.5
> Cc1ccc(/C=C/C(=O)Nn2cnnc2)cc1
 : -0.61	0.0
> Cc1cc(C)c2[nH]c(=O)c(CN(CC3CCCO3)C(=S)NCc3ccco3)cc2c1 (stereo not drawn)
 : 1.8	1.2
> CC1CCCN(C(=O)COC(=O)c2cc(Br)ccc2O)C1 (stereo not drawn)
 : ·	-1.9
> CCCCCN(C(=O)CCC(=O)OCc1ccc(Cl)cc1Cl)c1c(N)n(CCCC)c(=O)[nH]c1=O
 : -1.9	-2.0
> COc1ccc(Nc2cc(C(=O)NCCCOC(C)C)c3ccccc3n2)c(OC)c1
 : 0.46	-0.9
> O=C(CC12CC3CC(CC(Br)(C3)C1)C2)NCc1ccccc1
 : 0.33	-1.0
> CC(C)(C)N(NS(=O)(=O)c1ccc(F)cc1)c1ccccc1
 : -0.08	-3.0
> COC(=O)c1sc(NC(=O)c2csc3c2CCCC3)nc1C
 : -0.01	-1.0
> O=C(O)CSC(=S)N1CCCC1
 : 2	-0.3
> CC(OC(=O)c1oc2ccccc2c1COc1ccccc1)C(N)=O (stereo not drawn)
 : -0.46	-1.9
> CCCCN(CCCC)C(=O)C[n+]1cccc(/C=N/O)c1
 : -0.71	-3.3
> COc1ccc(C(C)=O)cc1CSc1nnc(-c2ccncc2)n1C
 : 1.3	2.1
> COc1ccc(C(=O)NCc2ccccc2CN2CCCC2)cc1S(=O)(=O)Nc1ccc(C)cc1
 : ·	0.1
> CC(C)[C@H](NC(=O)N1c2ccccc2NC(=O)[C@@H]1C(C)C)C(=O)N[C@@H](Cc1c[nH]c2ccccc12)C(=O)O
 : -1.7	0.0
> Cc1ccccc1S(=O)(=O)Nc1nc2ccccc2nc1N1CCOCC1
 : -2.2	-2.4
> CSc1cccc(NC(=O)C2CCN(S(=O)(=O)c3cnc[nH]3)CC2)c1
 : 1.1	-0.2
> Cc1ccc(-n2nc3c(=O)n(CC(=O)NCCC4=CCCCC4)nc(C)c3c2C)cc1
 : -0.37	0.7
> CCn1nnc(NC(=O)C(c2ccccc2)c2ccccc2)n1
 : -0.19	-0.6
> O=C(Nc1ncn[nH]1)c1cc(S(=O)(=O)Nc2ccc(Cl)cc2)ccc1Cl
 : 1.3	-0.4
> COC(=O)c1c(NC(=O)CN2CCN(Cc3ccc4c(c3)OCO4)CC2)sc(C)c1C
 : -0.62	5.7
> CCOC(=O)C1CCCCN1C(=O)c1ccc2nc(Cc3ccc(OC)cc3)oc2c1 (stereo not drawn)
 : -0.38	0.3
> Cc1cc(=O)cc(C)n1-c1ccccc1N1CCOCC1
 : 0.21	-0.2
> O=c1[nH]c(NCc2ccco2)nnc1Cc1ccccc1Cl
 : -1.9	-2.5

Continued:
Under each structure: Kir21 inh	STK33 kinase inh
> CN(C)C(=O)c1ccc(NC(=O)c2cccnc2)cc1
 : 1.7	0.9
> COC(=O)CSC(=S)N1CCCC(C)C1 (stereo not drawn)
 : 0.88	-0.4
> CN1C(=O)/C(=C2/C=Cc3ccccc3N2CCCS(=O)(=O)O)SC1=S
 : 0.93	0.0
> Nc1ncc2c(n1)CC(c1ccco1)CC2=O (stereo not drawn)
 : -0.16	12
> CS(=O)(=O)Nc1ccc(C2=NN(C(=O)CCCC(=O)O)C(c3cccs3)C2)cc1 (stereo not drawn)
 : 0.48	-0.6
> CCc1cccc(NC(=O)C2CCN(c3ncnc4sc(C)c(C)c34)CC2)c1
 : ·	0.5
> Cc1ccc(NCN2C(=O)C(=O)c3ccccc32)nc1
 : -0.39	-0.2
> CCOc1ccc(-c2nc(CSc3nncs3)cs2)cc1OC
 : 0.05	-3.3
> O=C(Nc1ccc(Cc2ccncc2)cc1)c1ccc(Cl)c([N+](=O)[O-])c1
 : -0.14	·
> COc1cccc(N(C(=O)c2ccn[nH]2)C2(C(=O)Nc3c(C)cccc3C)CCCCC2)c1
 : ·	-0.4
> O=C1OC(c2ccccc2)=N/C1=C\C=C\c1ccco1
 : 1.8	0.1
> Cc1c(Cl)cccc1Nc1nc(N)nc(CSCCO)n1
 : 0.05	·
> O=C(CN1CCOCC1)Nc1ccc(NC(=O)c2ccccc2F)cc1
 : 0.63	-1.3
> Cc1ccc(CCNC(=O)C2CC(c3cccc(F)c3)=NO2)cc1 (stereo not drawn)
 : 0.06	-0.2
> Cc1nnc(NCc2ccco2)s1
 : 0.7	-1.2
> N#C/C(=C/c1cn(-c2ccccc2)nc1-c1cccc(OCc2ccc(F)cc2)c1)C(=O)NCCCn1ccnc1
 : 0.12	-0.9
> COCCn1c(SCC(=O)Nc2cc(C)on2)nnc1C(C)C
 : 0.49	-1.9
> Cc1ccccc1C(=O)O/N=C(\N)c1ccc([N+](=O)[O-])cc1
 : 1.4	-0.9
> COc1ccc2c(c1)NC1(O)c3ccccc3C(=O)C21O (stereo not drawn)
 : -0.65	0.9
> COc1ccc(/C(=C/Nc2cccc(Br)c2)C(C)=O)cc1OC
 : -0.47	-0.6

Among those listed so far, these have a COOH group:
Under each structure: Kir21 inh	STK33 kinase inh
> CCOc1ccc(NC(=O)Cc2c(C(=O)O)n(C)c3ccccc23)cc1
 : 0.61	-2.0
> CC(=O)c1ccc(NC(=O)CC(NCCC2=CCCCC2)C(=O)O)cc1 (stereo not drawn)
 : 1.5	0.5
> O=C(O)CSC(=S)N1CCCC1
 : 2	-0.3
> CC(C)[C@H](NC(=O)N1c2ccccc2NC(=O)[C@@H]1C(C)C)C(=O)N[C@@H](Cc1c[nH]c2ccccc12)C(=O)O
 : -1.7	0.0
> CS(=O)(=O)Nc1ccc(C2=NN(C(=O)CCCC(=O)O)C(c3cccs3)C2)cc1 (stereo not drawn)
 : 0.48	-0.6

The list continues:
Under each structure: Kir21 inh	STK33 kinase inh
> COc1cc(OC)cc(-c2nnc(SCC(=O)Nc3ccc(C(=O)O)cc3)s2)c1
 : 0.98	0.2
> CN1CCN(c2ncc3c(n2)CC(c2ccccc2F)CC3=O)CC1 (stereo not drawn)
 : -1.5	-1.2
> Cn1c(=O)c2c(nc(N3CCCCC3)n2CC(O)COc2ccccc2)n(C)c1=O (stereo not drawn)
 : 0.33	-1.3
> COC(=O)C1=NN(C(=O)c2ccccc2)C(O)(c2ccc([N+](=O)[O-])cc2)C1 (stereo not drawn)
 : 1.3	0.6
> CCOC(=O)c1ccc(/C=C2/C=C(c3ccccc3)N(c3ccc(Cl)c(C(=O)O)c3)C2=O)cc1
 : -6.6	1.6
> CC1CC(C)CN(CC(=O)N2CCc3[nH]c4ccccc4c3C2)C1 (stereo not drawn)
 : 0.01	3.1
> CS(=O)(=O)N(CC(=O)NCc1ccco1)c1cccc([N+](=O)[O-])c1
 : -1.6	-2.2
> CCOc1ccccc1OCC(=O)Nc1ccc(S(=O)(=O)Nc2nc(C)cc(C)n2)cc1
 : -0.05	-0.6
> CC(=O)OCc1cc(-c2nc3ccccc3[nH]c2=O)nn1-c1ccc(Cl)cc1
 : -1.6	-1.2
> Cc1cc(Nc2cccc(Cl)n2)n(-c2ccccc2)n1
 : -2	0.2
> Cc1c(C(=O)NC(=S)Nc2ccc(NC(=O)c3cccs3)cc2)cccc1[N+](=O)[O-]
 : -0.81	-0.3
> CCc1ccc(CNC(=O)C2CCCN(c3nn4c(=O)cc(C)nc4s3)C2)cc1 (stereo not drawn)
 : -1.4	-1.2
> Cc1oncc1C(=O)Nc1ccc2ccccc2c1
 : 1.3	·
> CCc1nnc(NC(=O)C2CCN(S(=O)(=O)Cc3ccccc3)CC2)s1
 : ·	-1.3
> O=C(CSc1cccc2cccnc12)NCc1ccco1
 : 0.88	-0.6
> CC(=O)Nc1ccc(NC2=C/C(=N/S(=O)(=O)c3cccs3)c3ccccc3C2=O)cc1
 : 0.57	4.8
> CC1(C)CC[C@]2(C(=O)O)CC[C@]3(C)C(=CC[C@@H]4[C@@]5(C)CC[C@H](O[C@@H]6O[C@H](C(=O)O)[C@@H](O)[C@H](O[C@@H]7OC[C@H](O)[C@H](O)[C@H]7O)[C@H]6O)C(C)(C)[C@@H]5CC[C@]43C)[C@@H]2C1
 : ·	0.2
> CCn1cc(CN2CCN(CCc3ccccc3)C(CCO)C2)c(C)n1 (stereo not drawn)
 : 0.2	-0.2
> COc1ccccc1CC(=O)Nc1cccc2c1CCCC2
 : -0.07	-3.3
> CC(=O)Nc1ccc(S(=O)(=O)N2CCN(c3nnnn3-c3ccccc3)CC2)cc1
 : -0.12	-1.7
> Cc1ccc(C2C(C=Nc3c(C)n(C)n(-c4ccccc4)c3=O)=C(c3ccccc3)Oc3ccccc32)cc1 (stereo not drawn)
 : -0.02	0.8
> CC1=C([N+](=O)[O-])C(c2ccc(O)c(O)c2)NC(=O)N1 (stereo not drawn)
 : 0.19	1.3
> C=CCOc1ccc(CNCCO)cc1OCC
 : -0.51	-1.0
> N#Cc1cccc(NCC(=O)Nc2cccc(S(=O)(=O)N3CCCCC3)c2)c1
 : ·	-0.5
> CC(=O)Nc1cc(C(=O)N2CCCC2)ccc1Sc1ccc(Cl)cc1
 : -0.19	-0.6
> CN(CCC1CCOCC1)Cc1nc(Cc2ccccc2F)no1
 : 0.49	-2.4
> Cc1ccc2nc(NNC(=O)c3ccc4c(c3)OCCO4)sc2c1
 : 0.99	0.3
> COc1ccccc1OCCNC(=O)c1c(-c2ccccc2Cl)noc1C
 : -0.89	-0.6
> CN(C(=O)CSc1nc(N)nn1-c1ccccc1)c1ccccc1
 : -0.58	-0.2
> CCN(c1ccccc1)S(=O)(=O)c1ccc(Cl)c(C(=O)NCc2ccco2)c1
 : ·	0.2
> Cc1cccc(C(=O)N2CCN(c3ccc(C(F)(F)F)cn3)CC2)c1C
 : 0.02	0.4
> O=C1NC[C@H](c2ccccc2)N(CCc2cccc(F)c2)C1=O
 : -1.5	-0.9
> CCOc1ccc(-c2nc(C#N)c(NCC(C)C)o2)cc1
 : -0.5	-1.5
> CC(C)(C)c1ccc(C(=O)NC(=S)Nn2cnnc2)cc1
 : -0.09	7.6
> CCOCCC(=O)Nc1nnc(CCc2ccccc2)s1
 : -0.98	-12
> CC(C)c1ccc(NC(=O)CCNS(=O)(=O)c2cccc3nonc23)cc1
 : 1	·
> Cc1csc2nc(CNS(=O)(=O)c3ccc4c(c3)OCCO4)cn12
 : 0.01	0.7
> Nn1c(SCc2cccc(Br)c2)nnc1-c1cccnc1
 : -0.7	-0.2
> COc1ccc(NC(=O)CN(C)CC(=O)Nc2cccc(S(=O)(=O)N(C)c3ccccc3)c2)cc1
 : 0.75	-2.0
> Cc1cc(NC(=O)c2c(F)cccc2Cl)no1
 : -1.2	-2.9
> CCOC(=O)C1CCN(c2c(NCCN3CCCCC3C)c(=O)c2=O)CC1 (stereo not drawn)
 : -1.9	-1.1
